Bioassay records as filed in PubChem BioAssay.
STEP inh: inhibitors of human striatal-enriched phosphatase STEP; recombinant STEP, OMFP fluorogenic substrate, fluorescence; inhibition, % at 20 µM; 0.25% of 360,000 active; AID 588621;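 active means inhibition at 20 µM, scaled per plate between control wells, above about 37%, limit read from the data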;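 further: 0% = DMSO with enzyme and substrate and 100% = substrate only without enzyme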
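Assay system: isolated STEP enzyme / Timing: 20 min at room temperature, dark / Doses: 20 µM, 1% DMSO / Technique: fluorescence intensity, excitation 480 nm, emission 540 nm / Reagent: fluorogenic phosphatase substrate OMFP at 25 µM final / Measure: percent inhibition scaled to no-enzyme and uninhibited-enzyme controls, plate-pattern corrected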
NadD block: NadD (S. aureus) enzyme inhibition; purified NadD enzyme, colorimetric absorbance read-out; inhibition, % at 20 µM; 0.78% of 360,000 active; in the data active means inhibition above about 26%; further: some compounds past the cut are filed as inactive
Scp1 inh: blocks human Scp-1 phosphatase activity; Q9GZU7; Recombinant Scp1, phosphopeptide, malachite green phosphate absorbance; inhibition, % at 20 µM; 0.88% of 340,000 active;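 active means inhibition above about 50% at 20 µM, limit read from the data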;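 further: plate controls were DMSO wells with enzyme for no effect and wells lacking enzyme for full effect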
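System: SCP-1 catalytic domain; Reagent: Phospho 17-mer peptide substrate; Doses: one concentration, 20 µM, with 1.0% DMSO; Incubation: 45 min room-temperature reaction, 5 min colour, 30 min stabiliser; Signal: Phosphate-binding colour reagent, absorbance read at 630 nm.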
LMPTP inh: LMPTP (human) inhibition; recombinant LMPTP-A, OMFP fluorogenic substrate, fluorescence intensity; inhibition, % at 20 µM; 0.22% of 360,000 active;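 active means compounds that cut the enzyme signal by at least half of the control window in the single-dose screen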;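 further: plate controls were DMSO wells with enzyme plus substrate for no effect and substrate without enzyme for full effect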
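Assay system: LMPTP-A enzyme. Input: 0.625 nM LMPTP-A final. Probe or stimulus: 400 µM OMFP. Compound dosing: single 20 µM dose. Schedule: 50 min dark incubation at room temperature. Detection: fluorescence intensity of OMFP turnover product. Read-out: percent inhibition versus substrate-only and uninhibited controls. Benchmarks: no-enzyme low control, uninhibited high control.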
DNMT1 inh: blocks human DNA methyltransferase DNMT1; P26358; DNMT1 molecular beacon, Hinp1I cleavage, fluorescence; inhibition (reported as % activation of signal), % at 10 µM; 0.83% of 360,000 active; in the data active means inhibition above about 50%
CSN inh: blocks human CSN-mediated cullin deneddylation. Q92905. inhibition, % at 12.5 µM. Purified CSN, SCF-Nedd8-OG deneddylation, fluorescence polarization. 0.38% of 360,000 active;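 active means pattern-corrected inhibition above about 35%, with an unprinted fluorescence ratio check between 0.5 and 1.5, limit read from the data, passing the limit was not always enough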;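 further: 0% = enzyme with substrate and 100% = substrate without enzyme; some results filed as inactive read as strong as hits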
Target sequence (Q92905 whole entry, looked up, one chain of several): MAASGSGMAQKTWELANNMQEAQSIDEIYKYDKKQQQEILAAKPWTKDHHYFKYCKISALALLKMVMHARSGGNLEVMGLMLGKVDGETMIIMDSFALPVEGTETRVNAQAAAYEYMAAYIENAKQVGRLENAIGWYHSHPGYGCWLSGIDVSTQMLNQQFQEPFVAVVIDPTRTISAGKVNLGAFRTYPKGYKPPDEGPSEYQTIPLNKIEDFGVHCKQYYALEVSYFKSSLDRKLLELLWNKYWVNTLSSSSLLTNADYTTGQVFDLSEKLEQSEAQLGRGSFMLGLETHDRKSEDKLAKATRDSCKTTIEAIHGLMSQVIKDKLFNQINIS
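Material: human Csn5 produced in HEK293T cells; Input: enzyme 0.24 nM; Reagent: SCFSkp2-Nedd8OG substrate at 10 nM final; Dosing: 12.5 µM compound; Incubation: 90 min reaction at room temperature; Detection: fluorescence polarization of the substrate; Evaluation: % inhibition of substrate cleavage by Csn5; Control set: substrate-only high control, full reaction low control.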
Tb MetRS inh: blocks T. brucei methionyl-tRNA synthetase activity; purified T. brucei MetRS, ATP depletion, Kinase-Glo luminescence; inhibition, % at 11.9 µM; 0.4% of 360,000 active; AID 624268;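 active means inhibition above a per-plate cutoff of the control wells' mean inhibition plus 3 SD, cut at about 5.5% in these data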;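 further: 0% = DMSO wells median and 100% = median of wells with control inhibitor compound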
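Assay system: T. brucei methionyl-tRNA synthetase, purified | Medium: HEPES buffer with MgCl2, KCl, DTT, spermine, BSA, pyrophosphatase | Compound: 11.9 µM single point | Incubation: 15 min enzyme-compound preincubation, 2 h reaction, 10 min detection, 25 °C | Measured by: Kinase-Glo luciferase luminescence reporting remaining unconsumed ATP | Measure: % inhibition normalized to control-well medians | Replication: Singlicate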
MsrA inh: bovine MsrA inhibition; purified bovine MsrA, absorbance read-out; inhibition, % at 15.5 µM; 0.75% of 360,000 active; AID 651718; in the data active means inhibition above about 4.5%;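 further: 0% = vehicle wells with enzyme and 100% = reference inhibitor wells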
Rpn11 inh: inhibitors of human proteasome Rpn11; human 26S proteasome, Ub4-pepOG fluorescence polarization; 20S core pre-blocked with epoxomicin; calls only at 20 µM; 0.59% of 360,000 active; AID 588493;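 active means inhibition at 20 µM, scaled to each plate's controls, above about 33%, limit read from the data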
Target sequence (O00487 whole entry, looked up): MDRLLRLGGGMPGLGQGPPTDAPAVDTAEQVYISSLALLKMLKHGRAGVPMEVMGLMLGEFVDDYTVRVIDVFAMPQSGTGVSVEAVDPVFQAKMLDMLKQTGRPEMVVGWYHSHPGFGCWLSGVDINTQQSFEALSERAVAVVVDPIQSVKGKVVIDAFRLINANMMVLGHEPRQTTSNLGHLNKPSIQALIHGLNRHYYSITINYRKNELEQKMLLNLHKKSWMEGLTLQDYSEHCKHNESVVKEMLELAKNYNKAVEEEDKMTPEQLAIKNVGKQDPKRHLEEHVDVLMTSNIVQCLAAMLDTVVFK
SUMO1-SIM PPI: modulators of human SUMO1-mediated protein-protein interactions; P63165; SUMO1 binding to a labelled peptide, TR-FRET, 1 h; inhibition, % at 20 µM; 0.33% of 360,000 active; AID 602429; in the data active means inhibition above about 37%
Target sequence (P63165 whole entry, looked up): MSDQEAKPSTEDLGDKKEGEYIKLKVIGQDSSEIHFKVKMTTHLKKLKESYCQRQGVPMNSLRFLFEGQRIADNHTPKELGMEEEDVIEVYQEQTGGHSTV
Numbers without * were called inactive; i = inactive; · = not tested or not shown.

molecule,Rpn11 inh,Scp1 inh,MsrA inh,SUMO1-SIM PPI,LMPTP inh,Tb MetRS inh,STEP inh,NadD block,CSN inh,DNMT1 inh
CC1=NNC(=O)C1CC(=O)N/N=C/c1cccs1 (configuration not stated),i,-5,-1.2,-5,-0.9,-0.7,-2,-2,-1,0
O=C(NCc1ccco1)C(c1cccnc1)N(C(=O)Cn1nnc2ccccc21)c1ccc(F)cc1 (configuration not stated),i,-1,1.1,0,-0.6,-1.5,-2,3,4,-1
N#Cc1ccc(CSc2ncnc3c2cnn3Cc2ccccc2)cc1,i,-12,0.6,1,4.5,-0.7,0,10,2,-9
CN(CCC#N)S(=O)(=O)c1ccc2c(c1)c(=O)n(C)c(=O)n2C,i,-5,0.1,1,-0.3,-0.4,0,0,5,1
CCCCCCn1c(N(CC)CC)nc2c1c(=O)[nH]c(=O)n2C,i,-2,-1.0,2,-2.7,-0.5,0,-2,-7,-3
NC(=O)c1nc(-c2ccco2)nc2c1[nH]c(=O)n2-c1ccc(Cl)c(Cl)c1,i,-1,0.4,-2,0.5,-1.4,2,24,19,31
O=C(Nc1ccc2c(c1)OCCO2)c1cccc(Br)c1,i,-6,1.2,10,1.8,0.0,-1,-2,0,0
O=C(CCCCCN1C(=O)c2ccccc2C1=O)Nc1ccccc1F,i,3,1.1,-7,0.4,-0.5,0,-2,3,4
CCn1nc(C(=O)Nc2ccc(Cl)c(S(=O)(=O)N3CCOCC3)c2)c2ccccc2c1=O,i,-9,3.1,0,-0.2,-0.4,-1,-8,3,-2
CC(C)c1ccc(-c2nn(-c3ccccc3)cc2C(=O)NCC2CCCO2)cc1 (configuration not stated),i,-3,0.6,-2,0.2,-0.3,0,-7,-5,-2
CC(=O)c1cccc(NC2c3ncccc3C(=O)N2Cc2ccco2)c1 (configuration not stated),i,6,2.4,-1,2.3,-0.7,21,-2,-2,-16
Cc1cc(C)c(S(=O)(=O)NCC2CCC(C(=O)NCc3ccccn3)CC2)c(C)c1 (configuration not stated),i,-1,-0.1,2,-2.0,-0.4,-2,-2,-4,2
CCOC(=O)c1ccc(NC(=O)NCc2ccn(CC)n2)cc1,i,-8,-0.1,3,-1.1,-0.1,0,0,0,0
CC1CCN(c2ccccc2NC(=O)c2ccc(F)cc2)CC1,i,-9,-0.9,5,4.7,1.0,-2,12,-1,-1
Cc1nc(NC(N)=S)sc1C(=O)Nc1ccccc1,i,3,1.3,0,11,0.0,50*,6,-3,1
CNc1nc(-c2ccc(OC)cc2)c(-c2ccc(OC)cc2)s1,i,-4,3.1,-7,1.0,-0.6,-2,-7,1,-2
O=C(N/N=C\c1cccc([N+](=O)[O-])c1O)C1COc2ccccc2O1 (configuration not stated),i,0,1.1,-15,0.0,-1.2,4,3,-2,1
Cc1cc(C)nc(SCc2cc(=O)c(OC(=O)c3ccc(S(=O)(=O)N(C)C)cc3)co2)n1,i,-8,-0.2,-3,-0.6,0.1,0,8,5,3
CC1CC(=O)c2cn3c(nc2C1)nc1ccccc13 (configuration not stated),i,3,0.2,-5,-1.1,-0.7,-1,4,0,4
Fc1ccc(-c2nc3ccccc3c3nc4ccccc4n23)cc1,i,-2,2.2,6,2.9,0.4,-3,4,-5,-3
CCCCn1c(SCC(=O)Nc2nnc(C)s2)nnc1-c1ccncc1,i,-1,0.2,-1,-2.0,-0.8,-3,4,5,1
CSc1ccc(-c2cccc3nncn23)cc1,i,·,1.0,-28,-0.8,-0.3,-2,-2,0,3
COc1ccc(N2C(=O)[C@H]3CCC=C[C@H]3[C@@H]2c2ccccc2Br)cc1,i,-1,0.5,3,1.7,-1.0,-2,-8,0,4
Cc1c(/C=N/NC(=O)c2cccnc2)c2ccccc2n1Cc1ccccc1,i,-10,1.9,4,2.7,-0.5,1,-3,-7,-4
NS(=O)(=O)CCCc1ccccc1,i,2,-0.1,-3,1.0,-0.2,0,-1,1,1
CC(=NCCCN(C)C)C1=C(O)c2ccccc2C1=O,i,5,3.0,-7,-3.7,-1.3,3,-5,-1,3
C1CCC2(CC1)C1=C(CCCC1)Nc1nnnn12,i,0,-0.6,-1,-0.4,-0.4,-2,6,2,-1
COc1ccc(-c2nnc3sc(-c4ccccc4OC)nn23)cc1,i,-6,0.6,-8,0.9,-0.4,3,-7,-1,-2
COc1ccccc1CC(=O)NCc1nn(-c2ccccc2)nc1C,i,3,2.4,-2,0.8,0.2,1,-3,-2,-8

Profiles, looked up by structure. Order of values: Rpn11 inh, Scp1 inh, MsrA inh, SUMO1-SIM PPI, LMPTP inh, Tb MetRS inh, STEP inh, NadD block, CSN inh, DNMT1 inh
CCn1nc(C(=O)Nc2ccc(Cl)c(S(=O)(=O)N3CCOCC3)c2)c2ccccc2c1=O as listed: i, -9, 3.1, 0, -0.2, -0.4, -1, -8, 3, -2
CC1CC(=O)c2cn3c(nc2C1)nc1ccccc13 (configuration not stated) as listed: i, 3, 0.2, -5, -1.1, -0.7, -1, 4, 0, 4

12 entries from above, with values under each structure:
Order of results: Rpn11 inh, Scp1 inh, MsrA inh, SUMO1-SIM PPI, LMPTP inh, Tb MetRS inh, STEP inh, NadD block, CSN inh, DNMT1 inh
Cc1cc(C)nc(SCc2cc(=O)c(OC(=O)c3ccc(S(=O)(=O)N(C)C)cc3)co2)n1
  i, -8, -0.2, -3, -0.6, 0.1, 0, 8, 5, 3
CC1CC(=O)c2cn3c(nc2C1)nc1ccccc13 (configuration not stated)
  i, 3, 0.2, -5, -1.1, -0.7, -1, 4, 0, 4
Fc1ccc(-c2nc3ccccc3c3nc4ccccc4n23)cc1
  i, -2, 2.2, 6, 2.9, 0.4, -3, 4, -5, -3
CCCCn1c(SCC(=O)Nc2nnc(C)s2)nnc1-c1ccncc1
  i, -1, 0.2, -1, -2.0, -0.8, -3, 4, 5, 1
CSc1ccc(-c2cccc3nncn23)cc1
  i, ·, 1.0, -28, -0.8, -0.3, -2, -2, 0, 3
COc1ccc(N2C(=O)[C@H]3CCC=C[C@H]3[C@@H]2c2ccccc2Br)cc1
  i, -1, 0.5, 3, 1.7, -1.0, -2, -8, 0, 4
Cc1c(/C=N/NC(=O)c2cccnc2)c2ccccc2n1Cc1ccccc1
  i, -10, 1.9, 4, 2.7, -0.5, 1, -3, -7, -4
NS(=O)(=O)CCCc1ccccc1
  i, 2, -0.1, -3, 1.0, -0.2, 0, -1, 1, 1
CC(=NCCCN(C)C)C1=C(O)c2ccccc2C1=O
  i, 5, 3.0, -7, -3.7, -1.3, 3, -5, -1, 3
C1CCC2(CC1)C1=C(CCCC1)Nc1nnnn12
  i, 0, -0.6, -1, -0.4, -0.4, -2, 6, 2, -1
COc1ccc(-c2nnc3sc(-c4ccccc4OC)nn23)cc1
  i, -6, 0.6, -8, 0.9, -0.4, 3, -7, -1, -2
COc1ccccc1CC(=O)NCc1nn(-c2ccccc2)nc1C
  i, 3, 2.4, -2, 0.8, 0.2, 1, -3, -2, -8
